Screening results from PubChem.
GSIS activator – primary screen for activators of insulin secretion dependent on glucose, INS-1E cells, GLuc reporter luminescence; INS-1E GLuc reporter insulin secretion, 2-3 h; activation, % at 16.6 µM; actives 0.61% (n = 370,000); AID 743287;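 active = lowest replicate activation of at least 40%, so every replicate reaches that level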;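 note: 0% = median of neutral control wells and 100% = median of IBMX positive control wells; some compounds called inactive have numbers as strong as hits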
RAD54 branch – blocks human RAD54 Holliday junction branch migration; Q92698; FAM/BHQ fluorescence; inhibition, % at 10.4 µM; actives 0.14% (n = 360,000);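 active = mean normalized replicate activity at least 40 and at least half of replicates scoring 40 or more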;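 note: 0% = median of neutral control wells and 100% = median of positive control wells; inhibitors cause a drop in the FAM fluorescence signal; in these data hits start at about 50%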
Target sequence (Q92698 whole entry, looked up): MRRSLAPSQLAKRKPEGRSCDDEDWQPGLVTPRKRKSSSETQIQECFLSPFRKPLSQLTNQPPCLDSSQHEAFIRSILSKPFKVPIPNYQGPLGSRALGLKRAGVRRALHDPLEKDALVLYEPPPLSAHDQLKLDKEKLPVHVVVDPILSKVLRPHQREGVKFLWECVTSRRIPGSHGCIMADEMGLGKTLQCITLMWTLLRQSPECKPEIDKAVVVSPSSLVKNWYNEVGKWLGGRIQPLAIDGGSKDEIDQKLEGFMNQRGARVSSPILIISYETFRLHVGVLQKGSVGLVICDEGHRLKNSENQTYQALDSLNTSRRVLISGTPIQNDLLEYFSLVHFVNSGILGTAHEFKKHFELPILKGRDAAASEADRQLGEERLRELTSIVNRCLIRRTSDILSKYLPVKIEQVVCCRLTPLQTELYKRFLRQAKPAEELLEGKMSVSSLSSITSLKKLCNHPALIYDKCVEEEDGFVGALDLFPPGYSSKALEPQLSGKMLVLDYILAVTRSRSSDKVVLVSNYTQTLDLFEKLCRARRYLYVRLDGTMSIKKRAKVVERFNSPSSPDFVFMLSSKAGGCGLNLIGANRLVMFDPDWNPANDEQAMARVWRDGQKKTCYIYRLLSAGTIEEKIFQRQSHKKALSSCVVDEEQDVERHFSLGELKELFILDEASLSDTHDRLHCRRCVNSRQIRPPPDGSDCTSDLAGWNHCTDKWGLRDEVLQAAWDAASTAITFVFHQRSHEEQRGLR
XiGFP reactiv – reactivates the inactive X chromosome in mouse fibroblasts; XiGFP mouse fibroblasts, % GFP-positive cells imaging, 3 d; cells co-treated with 5-aza-dC sensitizer; scaled so ellipticine positive control = 100%; activation, % at 7.58 µM; actives 0.055% (n = 360,000); AID 743238;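 active = mean normalized replicate activation at least 10% and every replicate at or above 10%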;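 note: 0% = median of on-plate neutral control wells and 100% = ellipticine 6 µM median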
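System: SV40-immortalized XiGFP fibroblast cells, line 68-5-11 / Incubation: 3-day compound exposure, then 15 min fixation at room temperature / Compound: single concentration per compound, delivered by pin transfer / Buffer or medium: DMEM plus 5-aza-dC sensitizer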
Active calls of the source: *; & = joins results of further samples. Some of the compounds tested, so the mix of outcomes need not match the whole.

SMILES	GSIS activator	RAD54 branch	XiGFP reactiv
COc1ccccc1N1CCN(C(=O)c2ccc3[nH]c4c(c3c2)CCCC4)CC1	-38	1	0.0
Cc1ccc(S(=O)(=O)CCC(=O)Nc2cccc(C)c2)cc1	-2	11	0.5
Cc1cccc(N2CCN(C(=O)/C=C/c3cccs3)CC2)c1C	-26	-3	0.5
Cc1nc(N2CCOCC2)nc(N2CCCC2)c1[N+](=O)[O-]	53*	6	0.0
CN(C)C(=O)c1c([N+](=O)[O-])ncn1C	38	-4	0.2
CC(=O)c1cccc(NC(=O)COC(=O)[C@@H](NC(=O)OCc2ccccc2)C(C)C)c1	-16	6	0.2
COc1ccccc1/C=C/C=C1N=C(/C=C/c2ccc(Cl)cc2)OC/1=O	-4	0	-0.2
OC(COc1ccccc1)Cn1c2ccccc2c2ccccc21 (configuration not stated)	-36	1	0.1
Cc1ccccc1OCC(=O)Nc1ccc(S(=O)(=O)Nc2ccccn2)cc1	26	3	0.3
O=c1[nH]c(CSc2nc(-c3ccc(F)cc3)cs2)nc2ccccc12	17	-4	0.1
CCOC(=O)c1sc(Nc2nc3c(F)cccc3s2)cc1C	6	-3	-0.1
CCOC(=O)c1cc(-c2ccccc2)n(CCC(=O)N2CCN(c3ccc(OC)cc3)CC2)c1C	-6	-3	0.1
CCC(C)NC(=O)Cn1c(COc2ccc(Cl)cc2Cl)nc2ccccc21 (configuration not stated)	27	-5	0.1
Cc1ccc(C2OC(=O)c3ccccc32)cc1 (configuration not stated)	9	2	0.3
Cc1[nH]c2ccccc2c1/C=C/C(=O)c1ccccc1	-19	0	0.0
CC(CCc1ccccc1)NC(=O)/C=C/c1ccc(Cl)cc1 (configuration not stated)	-29	3	-0.2
CSc1ccccc1NC(=O)COc1ccc(Cl)cc1	-13	2	0.4
O=C(/C=C/c1cccc([N+](=O)[O-])c1)N1CCN(C(=O)c2ccco2)CC1	10	10	0.1
Cc1cccc(C)c1NC(=O)CC(NCCc1ccccc1)C(=O)O (configuration not stated)	1	-14	0.0
CC1CCc2cc(F)ccc2N1C(=O)CSc1nnc2c3cc(F)ccc3n(C)c2n1 (configuration not stated)	-2	11	0.0
CCc1ccc(CN(C)CC(=O)Nc2sccc2C#N)cc1	-17	-1	0.1
O=C(Nc1ccc(Cl)c(Cl)c1)Nc1ccccc1C(=O)O	-13	-15	0.0
Fc1ccc(NC(=S)NC2CCCCC2)c(F)c1F	-9	2	0.0
Nc1nnc(SCC(=O)Nc2ccc3nc(SCC(=O)Nc4ccccc4)sc3c2)s1	-31	-6	0.1
COCC(C)NC(=O)C(C)Oc1ccccc1 (configuration not stated)	11	0	0.0
CC(C)(C)NC(=O)c1ccc2c(c1)C1C3CCC(C3)C1C(c1ccccc1)N2 (configuration not stated)	-35	-1	0.2
CCCC(=O)NC(c1ccc(N(C)C)cc1)c1c(O)ccc2ccccc12 (configuration not stated)	-15	-2	0.0
CC(=O)N1N=C(c2ccc(Br)cc2)CC1c1cn(C)c2ccccc12 (configuration not stated)	-10	-8	-0.1
CCN1CCCC1CN(Cc1cc2ccc(C)cc2[nH]c1=O)C(=S)Nc1ccc(OC)cc1 (configuration not stated)	-3	11	0.0
O=C(Nc1cccc(C(F)(F)F)c1)C(SCCO)c1ccccc1 (configuration not stated)	-26	-3	0.0
CCOC(=O)Cn1c(=NC(=O)c2cc(-c3cccs3)nc3ccccc23)sc2cc(S(N)(=O)=O)ccc21	18	-3	1.6
Cc1ccc(S(=O)(=O)Nc2ccc(C(=O)OCC(=O)N(CCC#N)c3ccccc3)cc2)cc1C	1	0	0.0
CCN(Cc1ccccc1)Cc1nnnn1Cc1ccccc1	18	2	0.0
O=C(NC1CCCCC1)c1cc(Cl)nc2ccccc12	11	-3	0.0
CCN(CC)C(=O)CSc1nnc(-c2ccccc2)c(-c2ccccc2)n1	15	1	0.0
O=C(Nc1ccc(Cl)cc1)Nc1nnc(-c2ccncc2)s1	47	5	0.3
COc1ccc(N(C(=O)C2COc3ccccc3O2)C(C(=O)NC2CCCCC2)c2ccccc2)cc1OC (configuration not stated)	-6	-7	0.2
Nc1nn(-c2ccccc2)c(N)c1N=Nc1ccccc1	-2	-9	0.4
CC(=O)c1cc2c(cc1N/C(=N/S(=O)(=O)c1ccc(C)cc1)c1ccccc1)OCO2	-36	-7	0.2
CC(C)(C)NC(=O)C(c1cccs1)N(CC1CCCO1)C(=O)c1ccc(-c2ccccc2)[nH]1 (configuration not stated)	-22	-7	0.1
CCc1cc(=O)oc2cc3occ(C)c3cc12	29	-1	0.5
Cc1ccc(C)c(-n2[nH]c3c4c(ccc3c2=O)C(=O)c2ccccc2C4=O)c1	-6	1	0.2
Cc1nn(-c2ccccc2)c(-n2cccc2)c1C(=O)O	6	-1	0.0
CCOC(=O)C1=C(C(F)(F)F)Nc2ncnn2C1c1cc(OC)ccc1OC (configuration not stated)	6	-2	0.4
Cn1cc(Cl)c(C(=O)NNC(=S)NC2CCCCC2)n1	11	-1	0.2
O=C(Nc1ccccc1N1CCOCC1)c1cccc([N+](=O)[O-])c1	5	14	-0.3
COc1cc(/C=N/NC(=S)NCCN2CCOCC2)ccc1O	-8	-13	-0.1
Cn1c(-c2ccc(F)cc2)cnc1NCc1cc2c(cc1[N+](=O)[O-])OCO2	-13	14	0.1
O=C(CN1CCN(c2ccc([N+](=O)[O-])cc2)CC1)Nc1nccs1	9	-7	0.0
CCn1c(SCc2ccccc2)nnc1C1CCCCC1	-4	-4	0.7
C=CCn1c(SCc2csc(-c3ccc(C)cc3)n2)nnc1-c1ccccc1OC	-34	1	-0.2
CNC(=O)C(=O)NCC1OCCN1S(=O)(=O)c1ccc([N+](=O)[O-])cc1 (configuration not stated)	6	-2	0.0
CN(C)S(=O)(=O)c1ccc(C(=O)Nc2nnc(SCc3cccc(F)c3)s2)cc1	17	1	0.6
O=C1NC(=Nc2ccccc2)c2c1cccc2[N+](=O)[O-]	6	18	0.1
CN1CCC2(CC1)C1CN(C)CC=C1C(C#N)=C(N)C2(C#N)C#N (configuration not stated)	-3	-75&-20	0.0
O=C(NC1CCN(Cc2ccccc2)CC1)c1c(F)cccc1F	41	7	0.9
O=C(Nc1ccccc1OC(F)F)c1oc2ccccc2c1COc1ccccc1	-2	-2	-0.1
N#Cc1c(NC(=O)CSc2nc(-c3ccccc3)cc(C(F)(F)F)n2)sc2c1CCC2	-27	5	0.3
COc1ccccc1OCC(=O)NNC(=O)C(=O)N1CCCC1	-2	-5	0.0
COc1ccc(OCCSc2nnc(Cc3cccc4ccccc34)n2N)cc1	-33	3	0.0

Going on with the list:
SMILES	GSIS activator	RAD54 branch	XiGFP reactiv
NS(=O)(=O)c1ccc(CCNC(=O)c2cc(-c3ccccc3)nc3ccccc23)cc1	14	-15	-0.1
CCOc1cc(C(c2c(C)[nH][nH]c2=O)c2c(C)[nH][nH]c2=O)ccc1O	-13	1	0.0
Cc1c(N)cc(C(=O)N2CCOCC2)cc1[N+](=O)[O-]	14	-5	0.2
O=C(Nc1ccc(-c2nc3cc(Cl)ccc3c(=O)o2)cc1)c1ccco1	2	8	0.0
Cc1ccc(-n2c(SCC(=O)NNC(=S)Nc3ccccc3)nc3ccccc3c2=O)cc1	6	0	0.2
COc1cc(C(=O)Nc2ccc3c(c2)C(=O)c2ccccc2C3=O)cc(OC)c1OC	24	4	0.1
CCc1cccc(C)c1NC(=O)COC(=O)Cc1ccsc1	13	-1	0.1
COc1ccccc1NC1=C(Cl)C(=O)N(c2ccccc2)C1=O	5	-3	-0.1
CC(C)(C)NC(=O)c1cccc(NC(=O)CSc2ccc(Cl)cc2)c1	-21	9	0.0
C=CCn1c(Cc2cccc3ccccc23)n[nH]c1=S	22	7	0.1
Cc1cc(C)c(NC(=O)COC(=O)c2ccc([N+](=O)[O-])s2)c(C)c1	2	1	0.3
CCOc1cc(/C=C/c2cc(C(=O)O)c3ccccc3n2)ccc1O	8	6	0.2
COc1cccc(NC(=O)c2cc([N+](=O)[O-])ccc2NCc2cccnc2)c1	-4	3	-0.1
CCN(CC)c1ccc(/C=N/NC(=O)Cc2cccs2)c(O)c1	-12	-2	1.8
CCn1ncc(/C=C/C(=O)C2CC2)c1C	8	7	-0.1

The closing 6 compounds of the part above are carried over, then new ones follow.
SMILES	GSIS activator	RAD54 branch	XiGFP reactiv
C=CCn1c(Cc2cccc3ccccc23)n[nH]c1=S	22	7	0.1
Cc1cc(C)c(NC(=O)COC(=O)c2ccc([N+](=O)[O-])s2)c(C)c1	2	1	0.3
CCOc1cc(/C=C/c2cc(C(=O)O)c3ccccc3n2)ccc1O	8	6	0.2
COc1cccc(NC(=O)c2cc([N+](=O)[O-])ccc2NCc2cccnc2)c1	-4	3	-0.1
CCN(CC)c1ccc(/C=N/NC(=O)Cc2cccs2)c(O)c1	-12	-2	1.8
CCn1ncc(/C=C/C(=O)C2CC2)c1C	8	7	-0.1
C=CC[C@@H]1Cc2c(Br)ccc(Br)c2[C@@H](CC=C)N1	15	-12	0.3
O=C(CSc1nnc(NCc2ccccc2)s1)N1CCOCC1	-5	-5	0.0
COc1ccc(Cn2c3ccc(OC)cc3c3nc4ccccc4nc32)cc1	57	-11	3.2
CS/C(=N\N(C)C(N)=O)c1ccccc1	12	9	-0.1
CCOC(=O)c1c(-c2ccccc2Cl)csc1NC(=O)c1cc(S(=O)(=O)N2CCOCC2)ccc1C	-32	9	-0.1
Cc1ccc(OCC(=O)NNC(=O)c2ccoc2C)c(Br)c1	6	-2	0.2
COc1ccc(-c2nc3ccccc3c(=O)n2CCOc2ccc(C)cc2C)cc1	-21	-8	0.0
O=C(NC(=S)Nc1ccc(N2CCOCC2)cc1)c1ccc2c(c1)OCCO2	-13	-12	-0.1
CC1CC(C)(C)NC(=S)N1CCCC(=O)N1CCN(c2ccc(F)cc2)CC1 (configuration not stated)	-2	14	0.7
COc1cc(C2C(C#N)=C(C)NC(C)=C2C#N)cc(OC)c1OC	0	2	0.0
COc1ccc(NS(=O)(=O)c2cc(NC(=O)c3ccc(F)cc3)ccc2OC)cc1	-14	-5	0.0
COc1ccc(/C=N/N=C2/NC(=O)C(CC(=O)O)S2)cc1OCc1ccccc1Cl (configuration not stated)	32	-3	0.2
Nc1c(C(=O)Nc2ccc(S(=O)(=O)N3CCCC3)cc2)sc2nc3ccc(OC(F)(F)F)cc3cc12	4	-29	3.6
CCOc1ccc(C(=O)Nc2ccc(NC(=O)c3cccs3)cc2)cc1[N+](=O)[O-]	104*	-8	0.3
CN(C)S(=O)(=O)c1cccc(NC(=S)N/N=C/C(c2ccccc2)c2ccccc2)c1	-9	2	0.2
C=CCn1c(=NC(=O)c2ccc(S(=O)(=O)N3CCCc4ccccc43)cc2)sc2cc(S(N)(=O)=O)ccc21	-18	7	-0.2
CC(C)CCNC(=O)c1c[nH]c2ccc(S(=O)(=O)N3CCC4(CC3)OCCO4)cc2c1=O	-13	18	-0.2
COc1ccc(N2C(=O)CC(NCCNc3ccc([N+](=O)[O-])cn3)C2=O)cc1 (configuration not stated)	6	-3	0.7
CC(O)CNc1cnccn1 (configuration not stated)	-8	-9	0.2
Cc1cc(/C=N\NC(=O)CC(=O)NC2CCCCC2)c(C)n1-c1cccc(Cl)c1Cl	-21	-3	0.0
Cc1cccc(/C(N)=N/OC(=O)c2ccc3c(c2)OCO3)c1	-8	3	0.1
Cc1ccc(/C=C(\C#N)c2nn(-c3ccccc3)c(N)c2C#N)cc1	-3	2	-0.3
CCOc1cc(CNCc2cccs2)ccc1OCC(=O)NC(C)(C)C	42	-3	0.3
COc1cc(CC(NC(C)=O)C(=O)NC2CCN(c3c(Cc4ccccc4)c(C)nc4ncnn34)CC2)cc(OC)c1 (configuration not stated)	-4	-4	0.1
C=CCN1C(=O)OC2(CCCCC2)C1(C)O (configuration not stated)	8	1	0.0
COCCNC(=O)/C(C#N)=C/c1c(N2CC(C)OC(C)C2)nc2ccccn2c1=O (configuration not stated)	11	4	0.9
CCOc1ccc(/C=C/C(=O)Nc2ccc3[nH]c(=O)[nH]c3c2)cc1	14	5	-0.2
O=C(NN1C(=O)c2ccccc2NC1c1ccccn1)c1ccccc1 (configuration not stated)	8	2	0.0
O=C(CSc1nc2ccc(NC(=O)CSc3nnnn3-c3ccccc3)cc2s1)Nc1ccccc1	-21	-10	-0.1
O=C(CSc1ncccn1)N/N=C/c1cccc([N+](=O)[O-])c1	0	4	0.0
COc1ccccc1/C=N/NC(=O)C(=O)N1CCN(c2ccccc2OC)CC1	36	-21	0.5
O=C(NCc1cccs1)c1cccnc1Cl	2	8	0.0
CCNC(=S)Nc1cc(OCC)c(NC(=O)c2cccs2)cc1OCC	15	5	0.2
